# MEKK2wt PB1 HTS = modulators of MEK5 binding to wildtype MEKK2, primary screen, biochemical, multiplex bead flow cytometry, Alexa488-MEK5. Mitogen-activated protein kinase kinase kinase 2 (Homo sapiens), Q9Y2U5. Alexa488-MEK5 binding to MEKK2 WT; actives lie on both sides. binding response (% of control), % at 10 µM. 290,000 tested, 1.1% active; in the data active = binding response below about 67% or above about 130%
# MEKK2 mut-MEK5 = MEK5 binding signal on mutant MEKK2 PB1, primary screen, biochemical, multiplex bead flow cytometry, Alexa488-MEK5; Alexa488-MEK5 binding to MEKK2 mutant; percent response, % at 10 µM; 290,000 tested, 0.35% active; AID 1530, 2009; in the data active = percent response above about 24%, passing the limit was not always enough; note: inactives centre near 1; some results filed as inactive read as strong as hits
# OXTR potentiator = human OXTR potentiators, primary screen, fluorescence, CHO-OTR cells, Fluo-8 calcium; Oxytocin receptor (Homo sapiens), P30559; Fluo-8 calcium fluorescence, potentiator mode; 0% = oxytocin EC15, 100% = EC100; activation, % at 3 µM; 320,000 tested, 0.061% active; AID 2445, 2010;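 active = activation above that plate's cutoff, the mean activation of tested compounds plus 3 SD, cut at about 6.6% in these data, passing the limit was not always enough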;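 note: 100% uses oxytocin at 75 nM as the full agonist control; some results filed as inactive read as strong as hits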
# Target sequence (P30559 whole entry, looked up): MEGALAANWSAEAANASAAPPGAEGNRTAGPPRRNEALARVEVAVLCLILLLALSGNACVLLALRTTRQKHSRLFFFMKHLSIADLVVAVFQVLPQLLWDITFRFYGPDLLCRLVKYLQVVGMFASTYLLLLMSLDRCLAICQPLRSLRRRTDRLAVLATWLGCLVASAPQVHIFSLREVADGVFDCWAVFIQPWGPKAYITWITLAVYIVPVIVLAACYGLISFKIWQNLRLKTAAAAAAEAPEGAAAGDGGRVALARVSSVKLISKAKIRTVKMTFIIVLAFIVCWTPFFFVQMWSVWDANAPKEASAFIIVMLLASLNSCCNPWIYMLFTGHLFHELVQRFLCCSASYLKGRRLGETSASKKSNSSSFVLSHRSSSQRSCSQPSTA
#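 Material: human OTR in CHO cells. Compound: 3.0 µM, one dose. Timing: compound 6 min at room temperature before oxytocin, 100 s read. Evaluation: % activation of max/min ratio relative to oxytocin controls. Replication: single well per compound, singlicate. Signal: Fluo-8 calcium dye fluorescence.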
# V1aR counter = agonists of human V1a receptor, primary screen, counter-screen for OXTR agonist project, fluorescence, CHO-V1R cells; Fluo-8 calcium fluorescence, agonist mode; 0% DMSO, 100% 3 nM vasopressin; activation, % at 3 µM; AID 2797, 2010; Vasopressin V1a receptor (Homo sapiens), P37288; 320,000 tested, 0.25% active;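 active = activation above the mean activation of all tested compounds plus 3 SD, per screening run, cut at about 20% in these data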;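 note: signal is peak over basal fluorescence ratio across a 100 second FLIPR read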
# NALP1 inh = NALP1 inflammasome inhibitors in reconstituted yeast, colorimetric, S. cerevisiae, triplicate retest; AID 2071, 2009; 280,000 tested, 0.61% active; inhibition, % at 10 µM; S. cerevisiae NALP1/ASC/caspase-1 growth, X-gal OD620, 72 h; in the data active = inhibition mostly above about 24%, no sharp cut-off; inactive = mostly below about 32%; note: some compounds called inactive have numbers as strong as hits
# GPR7 antagonist = GPR7 receptor antagonists, primary screen, cell-based, fluorescence, single concentration | GPR7-expressing cells, fluorescence antagonist assay | 290,000 tested, 1.1% active | inhibition, % at 4.4 µM; in the data active = inhibition above about 16%, passing the limit was not always enough;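 note: cells stimulated with the agonist NPW; 0% = agonist with vehicle and 100% = vehicle without agonist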
# Target sequence (P48145 whole entry, looked up): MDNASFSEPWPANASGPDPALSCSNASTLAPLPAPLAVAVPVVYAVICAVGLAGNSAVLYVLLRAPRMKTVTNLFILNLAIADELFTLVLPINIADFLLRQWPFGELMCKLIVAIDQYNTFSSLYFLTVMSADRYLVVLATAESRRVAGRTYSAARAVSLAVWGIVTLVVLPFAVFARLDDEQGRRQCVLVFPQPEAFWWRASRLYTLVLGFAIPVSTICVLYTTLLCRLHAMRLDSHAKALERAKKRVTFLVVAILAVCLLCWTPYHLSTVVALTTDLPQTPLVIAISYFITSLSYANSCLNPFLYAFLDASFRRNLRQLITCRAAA
# GalR3 antag = GalR3 antagonists in HEK293 cells, primary screen, cell-based, fluorescence readout | Galanin receptor type 3 (Homo sapiens), O60755 | 360,000 tested, 0.44% active | HEK293 GalR3-CNG cAMP membrane potential fluorescence; galR3 body fused to GalR1 C-terminus | inhibition, % at 3 µM;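 active = inhibition above the screen-wide average plus 3 SD, cut at about 13% in these data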;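 note: forskolin and galanin both at EC90 stimulate the cells; cAMP rise reported by CNG channel membrane potential dye signal; 0% = forskolin plus galanin with DMSO and 100% = forskolin alone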
# Target sequence (O60755 1-299 limits assumed): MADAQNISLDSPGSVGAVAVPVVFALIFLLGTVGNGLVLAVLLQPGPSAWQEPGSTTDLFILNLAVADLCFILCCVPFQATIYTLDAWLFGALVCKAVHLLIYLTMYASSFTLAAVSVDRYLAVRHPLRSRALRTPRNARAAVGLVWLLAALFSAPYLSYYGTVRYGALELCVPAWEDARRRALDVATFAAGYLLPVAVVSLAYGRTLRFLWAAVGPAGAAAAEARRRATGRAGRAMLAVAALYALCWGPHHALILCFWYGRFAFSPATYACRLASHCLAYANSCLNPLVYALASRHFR
# PfM18AAP inh = PfM18AAP inhibitors, malaria aminopeptidase, primary screen, biochemical, QFRET, recombinant enzyme | AID 1822, 2009 | inhibition, % at 7.35 µM | H-Glu-NHMec fluorogenic cleavage | 290,000 tested, 1.2% active;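 active = inhibition above the campaign mean inhibition over all tested compounds plus 3 SD, cut at about 28% in these data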;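 note: 0% = plate median of test compound wells and 100% = 2 mM ZnCl2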
# OXTR agonist = human OXTR agonists, primary screen, fluorescence, CHO-OTR cells, Fluo-8 calcium; Oxytocin receptor (Homo sapiens), P30559; Fluo-8 calcium fluorescence; normalized: DMSO 0%, oxytocin 100%; activation, % at 3 µM; 320,000 tested, 0.32% active; AID 2435, 2010;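 active = activation above the mean of all tested compounds plus 3 SD, cutoff set per screening run, cut at about 20% in these data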;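 note: peak over basal fluorescence ratio from a 100 s FLIPR kinetic read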
# The depositor's hits bear a star; x = no result given.
SMILES | MEKK2wt PB1 HTS | MEKK2 mut-MEK5 | OXTR potentiator | V1aR counter | NALP1 inh | GPR7 antagonist | GalR3 antag | PfM18AAP inh | OXTR agonist
Cc1c(N2C(=O)CSC2=S)c(=O)n(-c2ccccc2)n1C | 104 | 4 | 2 | 1.1 | 17 | -15 | -4 | 7 | 0.9
O=C(c1ccc(Cl)cc1)N1CCC(N2CCC(C(=O)N3CCOCC3)CC2)CC1 | 98 | -6 | -5 | 0.2 | 11 | 0 | -1 | 12 | 1.7
C=CCn1c(Cc2cccs2)nnc1SCC(=O)Nc1cc(OC)cc(OC)c1 | 102 | 2 | -23 | 6.6 | 15 | 4 | -5 | -7 | 7.4
COC(=O)CN(c1cc(Cl)ccc1OC)S(=O)(=O)c1ccc(OC)c(OC)c1 | 104 | 3 | -4 | 0.7 | 12 | -9 | -2 | 4 | -1.3
O=C(NCc1cccc2[nH]ccc12)C1CCC(=O)N(CCc2ccc(Cl)cc2)C1 (stereo unspecified) | 106 | 11 | -13 | 2.0 | 5 | -6 | -3 | -3 | 1.2
CCCCCCn1c(N2CCCC2)nc2c1c(=O)[nH]c(=O)n2C | 96 | 2 | 4 | 0.1 | 6 | -3 | -3 | -8 | -1.9
Cc1cc(OCC(=O)NCc2cccnc2)c2c(C)c(C)c(=O)oc2c1 | 101 | 0 | -1 | 0.3 | 0 | -7 | -6 | 1 | -0.6
O=C(NCCC1=CCCCC1)C1CCC(CNc2c(N3CCCCC3)c(=O)c2=O)CC1 (stereo unspecified) | 101 | -5 | -3 | 0.3 | x | -8 | -2 | -8 | -1.6
CC(CCc1ccco1)NC(=O)c1cccc2c1C(=O)N(C1CCCCC1)C2 (stereo unspecified) | 89 | -3 | -6 | -1.0 | 8 | -12 | -7 | 4 | -1.8
O=C(N/N=C/C(Br)=C/c1ccccc1)c1n[nH]c2c1CCC2 | 94 | -2 | -3 | 0.0 | -11 | 13 | x | 12 | -1.4
CC(C)(C)NC(=O)C(c1ccc(O)cc1)N(C(=O)CCC(=O)Nc1ccccn1)c1ccc(F)cc1 (stereo unspecified) | 99 | -1 | -8 | 4.5 | 10 | -2 | -8 | 1 | -0.3
COc1ccc(C2(CNC(=O)c3cccc([N+](=O)[O-])c3)CCOCC2)cc1 | 90 | 1 | -2 | 1.0 | 14 | -1 | -5 | -3 | -1.0
C/C(CC(=O)Nc1ccc2c(c1)OCCO2)=N\NC(=O)Cc1ccccc1 | 102 | 1 | -11 | -0.4 | 5 | -14 | -8 | 1 | -0.3
COC(=O)[C@]1(C)N[C@H](CN(C)C(=O)NC(C)C)[C@@H]2C(=O)N(C)C(=O)[C@@H]21 | x | x | 1 | 1.2 | x | x | -3 | x | 2.1
CCOC(=O)N1CCN(Cc2ccccc2Cl)CC1 | 102 | 3 | -6 | -0.3 | x | -7 | 0 | 3 | -0.9
CCCCc1nnc(NC(=O)C(C)Sc2nc(C)cc(=O)[nH]2)s1 (stereo unspecified) | 95 | -7 | -10 | 0.4 | -8 | -4 | 1 | 4 | -0.7
CCOc1ccccc1C(=O)NN1C(=O)CCC1=O | 100 | -1 | -2 | 0.5 | 14 | -6 | -4 | 3 | -0.3
C[C@H]1CN([C@@H](C)CO)C(=O)Cc2cc(NC(=O)CCC(F)(F)F)ccc2O[C@H]1CN(C)S(=O)(=O)c1ccc(Cl)cc1 | x | x | 1 | 0.9 | x | x | -3 | x | 0.1
CC1Cc2ccccc2N1C(=O)c1cnc2ccccn2c1=O (stereo unspecified) | x | x | -4 | -0.5 | 2 | 2 | -3 | 7 | -0.1
Cc1ccc(C(=O)Nc2ccc(F)c(S(=O)(=O)N3CCOCC3)c2)s1 | x | x | -9 | 6.4 | x | x | -3 | x | 5.4
COC(=O)c1ccc(NC(=O)CS(=O)(=O)c2ccccc2)cc1 | 105 | 1 | -5 | -0.8 | 5 | 5 | 4 | -8 | -0.6
Cc1cccc2sc(NC(=O)C3c4ccccc4Oc4ccccc43)nc12 | 103 | -7 | -11 | -0.6 | 7 | -5 | -8 | -5 | 0.3
COc1cc(/C=C(\NC(=O)c2cc(OC)c(OC)c(OC)c2)C(=O)NC(C(=O)O)c2ccccc2)cc(OC)c1OC (stereo unspecified) | 105 | 6 | 5 | 1.0 | 4 | -7 | -1 | 7 | 0.7
Cc1cc(C)cc(OCc2nnc(SCC(=O)NC3CC3)n2C)c1 | 102 | 1 | -9 | -0.4 | 16 | -6 | 2 | -9 | 0.5
O=C(NCc1c(Cl)cccc1Oc1ccccc1)c1ccccc1 | 96 | -9 | 0 | -1.1 | -2 | -3 | -6 | 1 | -1.9
O=C(c1cc(Br)ccc1Cl)N1CCN(c2ncccn2)CC1 | 102 | 0 | 2 | 1.2 | 3 | 14 | -12 | -11 | -0.4
CC(C)(C)NC(=O)CSc1nc(N)c(NC(=O)c2ccccc2F)c(=O)[nH]1 | 93 | -5 | -7 | -0.7 | 14 | -11 | 3 | 6 | 0.5
O=C(NCc1ccco1)c1ccc2c(=O)n(-c3ccccc3)c(=S)[nH]c2c1 | 100 | -1 | -11 | -0.3 | 3 | 10 | -5 | -11 | 0.5
CN1CCN(c2ccccc2NC(=O)c2ccc(-c3ccccc3)cc2)CC1 | 126 | 12 | -8 | 3.1 | x | 2 | 0 | 3 | 5.4
CCCN(C(=O)CSc1ncccn1)C1CCS(=O)(=O)C1 (stereo unspecified) | x | x | -1 | 1.9 | x | x | -4 | x | 1.7

SMILES | MEKK2wt PB1 HTS | MEKK2 mut-MEK5 | OXTR potentiator | V1aR counter | NALP1 inh | GPR7 antagonist | GalR3 antag | PfM18AAP inh | OXTR agonist
CC1CC(C)CN(C(=O)C(C)N2CCN(S(=O)(=O)c3cccs3)CC2)C1 (stereo unspecified) | x | x | -4 | -0.5 | x | x | -4 | x | -1.0
O=C(CN1C(=O)NC2(CCCCC2)C1=O)Nc1ccc(F)cc1 | 92 | -7 | -11 | -0.2 | 7 | -14 | 2 | -1 | -0.1
Cc1cccc(NC(=S)NCc2ccco2)c1C | 95 | -1 | -1 | -0.6 | 26 | 3 | -4 | -4 | -0.5
Cc1ccccc1-c1nc(CN2CCC(C(=O)NC3CCCCC3)CC2)c(C)o1 | 107 | 5 | -6 | 0.4 | 7 | -18 | -8 | -6 | 0.1
CC(CNC(=O)COc1ccccc1)OC(=O)Nc1cccc(Cl)c1 (stereo unspecified) | 107 | 4 | -13 | 0.9 | 18 | 4 | -6 | 0 | -0.2
NNC(=O)c1cc2c(s1)-c1cc(Cl)ccc1SC2 | 99 | 3 | -1 | 0.2 | x | -6 | -4 | 6 | 0.0
CCn1c(SCC(=O)Nc2nc3ccc(OC)cc3s2)nnc1-c1ccoc1C | 109 | 5 | -2 | 1.5 | 11 | -8 | -6 | 2 | -1.0
O=C(Nc1ccc(S(=O)(=O)N2CCOCC2)cc1)c1ccc(Cl)cc1 | 100 | -3 | -8 | 6.4 | -2 | x | 0 | x | 7.2
CCCn1nnnc1NCc1cccc(OC)c1 | 106 | 3 | 0 | 0.8 | 4 | -13 | 0 | 0 | 0.5
Cc1nn(C)cc1C(=O)Nc1ccc2c(c1)OCCO2 | 96 | -6 | -8 | 0.1 | 18 | 6 | -8 | 10 | -0.1
COc1ccc(CN2CCNC(=O)C2CC(=O)NCCc2nc(C)c(C)s2)c(OC)c1 (stereo unspecified) | 107 | 6 | -4 | -1.4 | -42 | -12 | -4 | 0 | 0.1
CCCCNC(=S)NNC(=O)c1csc2ccccc12 | 93 | 1 | -5 | 6.2 | -20 | -4 | x | 8 | 1.6
CCOc1cc(/C=C2\C(=O)N(c3nc(-c4ccc(Br)cc4)cs3)N=C2c2ccccc2)ccc1O | x | x | -10 | -0.8 | 8 | 1 | x | 4 | -1.1
C=Cc1ccc(Cn2c(=O)n(CCCOC)c(=O)c3sccc32)cc1 | 99 | 1 | 0 | 2.8 | 14 | 6 | -4 | 7 | 0.5
CS(=O)(=O)Nc1ccc2c(c1)OCC(=O)N2Cc1ccccc1 | 96 | 1 | 8 | 3.5 | -3 | 7 | -12 | -9 | 0.9
COC(=O)c1cc2c(ccn2-c2ccc(F)cc2)n1CC(=O)C(C)(C)C | 108 | 11 | 5 | 4.0 | -2 | -12 | -7 | 1 | -2.7
Cc1ccc(OC(=O)c2ccc(N3CCOCC3)c([N+](=O)[O-])c2)cc1 | 97 | -2 | -4 | 1.2 | 6 | -6 | -1 | 3 | 1.4

# Filtered by structure, the entries above containing an aryl methoxy group (seven)
SMILES | MEKK2wt PB1 HTS | MEKK2 mut-MEK5 | OXTR potentiator | V1aR counter | NALP1 inh | GPR7 antagonist | GalR3 antag | PfM18AAP inh | OXTR agonist
C=CCn1c(Cc2cccs2)nnc1SCC(=O)Nc1cc(OC)cc(OC)c1 | 102 | 2 | -23 | 6.6 | 15 | 4 | -5 | -7 | 7.4
COC(=O)CN(c1cc(Cl)ccc1OC)S(=O)(=O)c1ccc(OC)c(OC)c1 | 104 | 3 | -4 | 0.7 | 12 | -9 | -2 | 4 | -1.3
COc1ccc(C2(CNC(=O)c3cccc([N+](=O)[O-])c3)CCOCC2)cc1 | 90 | 1 | -2 | 1.0 | 14 | -1 | -5 | -3 | -1.0
COc1cc(/C=C(\NC(=O)c2cc(OC)c(OC)c(OC)c2)C(=O)NC(C(=O)O)c2ccccc2)cc(OC)c1OC (stereo unspecified) | 105 | 6 | 5 | 1.0 | 4 | -7 | -1 | 7 | 0.7
CCn1c(SCC(=O)Nc2nc3ccc(OC)cc3s2)nnc1-c1ccoc1C | 109 | 5 | -2 | 1.5 | 11 | -8 | -6 | 2 | -1.0
CCCn1nnnc1NCc1cccc(OC)c1 | 106 | 3 | 0 | 0.8 | 4 | -13 | 0 | 0 | 0.5
COc1ccc(CN2CCNC(=O)C2CC(=O)NCCc2nc(C)c(C)s2)c(OC)c1 (stereo unspecified) | 107 | 6 | -4 | -1.4 | -42 | -12 | -4 | 0 | 0.1

# Compound activity deposited in PubChem by several laboratories.
